Platelet DG rel – modulates dense granule release in human platelets | human platelet-rich plasma, SFLLRN dense granule ATP release, luminescence | 0.22% of 300,000 active | inhibition, %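 (compounds screened at 7.5 µM in platelet-rich plasma)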;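 active = mean replicate score, as percent of positive control, at or above 50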
HSP90 inh – blocks HSP90-mediated luciferase refolding in reticulocyte lysate. Rabbit reticulocyte lysate, luciferase refolding luminescence, 3 h. inhibition, % at 5.6 µM. 0.91% of 290,000 active. AID 1789;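 active = inhibition above the screen-wide mean plus 3 SD, computed separately per campaign, cut at about 16% in these data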;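 note: 0% = DMSO wells and 100% = 60 µM geldanamycin wells; inhibitors lower the luminescence because luciferase stays unfolded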
aSyn UTR inh – MLPCN primary screen, SNCA 5' untranslated region | alpha-synuclein 5'UTR reporter, inhibitor activity | inhibition, % (tested at 7.5 µM) | 0.82% of 300,000 active; in the data active = inhibition above about 60%;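 note: H4 neuroglioblastoma cells stably carrying SNCA 5'UTR luciferase fusion; 0% = DMSO wells and 100% = positive control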
KLF5 inhibitor – kruppel-like factor 5 inhibition; DLD-1 KLF5 promoter-luciferase reporter, luminescence; inhibition, % at 5 µM; 0.23% of 290,000 active; AID 1700;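 active = inhibition above a per-plate limit of that plate's mean compound inhibition plus 3 SD, cut at about 60% in these data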;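 note: 0% = DMSO wells and 100% = LY294002 at 200 µM; higher means less KLF5 promoter-driven luciferase light; inactives centre near -14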
GSK3beta inhib – inhibitors of human GSK3beta kinase. P49841. GST-GSK3beta kinase, ADP-Glo luminescence, 60 min; active compounds read low. activity score (negative = inhibition), % at 10 µM. 0.038% of 300,000 active;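 active = more than half of replicate wells score below -50%, meaning over 50% inhibition versus plate controls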;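 note: 0% = median DMSO wells and -100% = median GW8510 positive control wells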
Target sequence (P49841 whole entry, looked up): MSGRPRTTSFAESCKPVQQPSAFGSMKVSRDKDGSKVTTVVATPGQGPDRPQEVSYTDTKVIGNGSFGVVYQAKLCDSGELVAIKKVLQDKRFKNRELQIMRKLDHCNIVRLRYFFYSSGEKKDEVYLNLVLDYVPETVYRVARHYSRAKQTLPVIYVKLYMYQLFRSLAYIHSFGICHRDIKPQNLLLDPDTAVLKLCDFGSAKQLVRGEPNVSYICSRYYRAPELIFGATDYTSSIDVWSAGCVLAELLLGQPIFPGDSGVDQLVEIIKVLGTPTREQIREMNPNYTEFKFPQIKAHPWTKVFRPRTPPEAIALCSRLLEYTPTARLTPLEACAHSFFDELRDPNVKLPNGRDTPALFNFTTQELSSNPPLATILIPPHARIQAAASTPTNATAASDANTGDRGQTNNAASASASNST
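Assay system: GST-fused GSK3beta enzyme, cell-free / Medium: Tris pH 7.5 buffer with MgCl2, DTT, BSA, heparin / Also added: peptide substrate plus 25 µM ATP (final) / Compound: 10 µM single point / Timing: kinase reaction with compound 60 min at room temperature / Detection: ADP-Glo luminescence / Benchmarks: DMSO neutral wells and GW8510 at 20 µM as positive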
HSF1 inh – HSF1 inhibition | NIH3T3-HGL HSE-luciferase, MG132-induced, luminescence 8 h; active compounds read low | activity change, negative = inhibition, % at 7.5 µM (by protocol) | 0.77% of 300,000 active | AID 2098;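 active = more than half of replicate wells show activity change below -50%, luminescence cut by over half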;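 note: luciferase reports HSF-1 transcriptional activity via heat shock element; 0% = median of DMSO wells and -100% = zero luminescence signal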
IEC-6 cytotox – counter-screen for KLF5 inhibitors: cytotoxicity in IEC-6 cells; IEC-6 cytotoxicity, luminescence viability; inhibition, % at 5 µM; 0.78% of 290,000 active; in the data active = inhibition above about 22%;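 note: 0% = plate median of test compound wells and 100% = cytotoxic reference compound wells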
GSK3A inh – blocks human GSK-3 alpha kinase; inhibition, % at 10 µM; P49840; ADP-Glo luminescence, 60 min; AID 2650; 0.1% of 320,000 active;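 in the data active = inhibition above about 50%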;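 note: GST-tagged GSK-3 alpha with peptide substrate and 25 µM ATP; 0% = DMSO neutral wells and 100% = GW8510 positive control wells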
Target sequence (P49840 whole entry, looked up): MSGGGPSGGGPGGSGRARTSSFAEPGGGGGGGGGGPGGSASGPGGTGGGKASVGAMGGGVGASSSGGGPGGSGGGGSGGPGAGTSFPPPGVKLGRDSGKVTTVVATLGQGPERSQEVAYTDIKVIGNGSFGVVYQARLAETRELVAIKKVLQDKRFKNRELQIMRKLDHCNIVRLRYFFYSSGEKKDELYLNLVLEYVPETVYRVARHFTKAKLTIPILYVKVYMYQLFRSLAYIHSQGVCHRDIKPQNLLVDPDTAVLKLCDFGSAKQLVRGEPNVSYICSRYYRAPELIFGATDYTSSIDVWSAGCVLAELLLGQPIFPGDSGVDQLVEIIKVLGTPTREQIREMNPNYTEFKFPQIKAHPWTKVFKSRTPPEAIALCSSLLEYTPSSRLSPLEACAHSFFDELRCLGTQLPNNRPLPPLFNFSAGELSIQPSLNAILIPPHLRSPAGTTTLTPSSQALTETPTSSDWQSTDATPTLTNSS
Dyrk1A ADPGlo – inhibitors of rat Dyrk1A kinase. inhibition, % at 12.5 µM. Q63470. 0.43% of 310,000 active. AID 504441. ADP-Glo luminescence, NFATc1 peptide; in the data active = inhibition above about 50%;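 note: plate controls were vehicle with enzyme for no effect and no enzyme for full effect; many of its hits are not listed in these tables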
HSF1 activator – increases HSF-1 driven luciferase reporter signal; NIH3T3-HGL HSF-1 luciferase reporter, MG132, 8 h; 100% = twice DMSO control signal; AID 504408; activation, % at 9 µM; 1.7% of 300,000 active;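 active = mean replicate activation of at least 50% with a set share of replicates each reaching 50%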;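 note: 0% = median of the neutral control wells and 100% = twice that signal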
The depositor's hits bear a star; nt = not tested or not shown.

SMILES	Platelet DG rel	HSP90 inh	aSyn UTR inh	KLF5 inhibitor	GSK3beta inhib	HSF1 inh	IEC-6 cytotox	GSK3A inh	Dyrk1A ADPGlo	HSF1 activator
CCOCCCNC(=O)Cc1ccc(Br)cc1	15.9	-1.3	-4.9	1.1	3.1	-6.4	-9.0	-3.6	-3.8	-6.7
O=C(Nc1ccccc1N1CCCC1)C1CCN(S(=O)(=O)c2cccc(C(F)(F)F)c2)CC1	4.7	nt	2.5	nt	-0.1	10.4	nt	-0.9	7.6	17.0
CC1=CC(=O)C(C(C)C)=C/C1=N\OC(=O)c1cccc2nc(C)oc12	-22.5	4.2	-30.9	-15.4	-1.1	7.2	5.8	-0.9	-3.2	14.7
Cc1ccc(C(=O)c2oc3ccccc3c2NC(=O)c2cc(-c3cc(C)ccc3O)n[nH]2)cc1	2.9	3.5	-30.4	-15.8	-0.3	0.8	-5.5	-2.4	-0.5	0.9
CCO[C@H]1OC(C(=O)N2CCOCC2)=C[C@@H](C2CC2)[C@@H]1CCCO	5.8	-1.8	12.7	-11.9	2.7	-5.7	-1.3	-3.4	5.6	6.3
Cc1ccc(SCC(=O)N2CCc3ccccc32)cc1	11.1	-5.7	-171.4	-18.4	3.1	75.6	-3.8	-1.9	0.0	80.3*
O=C(CSc1nc2ccccc2c(=O)[nH]1)N1CCCCC1	8.3	-2.8	15.0	-3.6	1.7	-6.3	1.2	0.2	10.0	0.0
CN(C)c1ccc(NC(=O)c2ccc([N+](=O)[O-])cc2Cl)cc1	-2.8	-2.6	-76.1	-121.9	0.5	22.0	1.9	0.3	-2.6	48.2
CC(OC(=O)CN1C(=O)NC2(CCCC2)C1=O)C(=O)c1ccccc1 (stereo not drawn)	-22.2	nt	10.0	nt	-4.5	-69.9*	nt	-0.1	-11.2	-75.9
CCn1c(=O)cc(SCC(=O)Nc2ccc3c(c2)OCO3)c2ccccc21	3.2	1.9	-15.9	-20.2	11.1	-0.1	-0.3	-2.4	-6.0	-8.6
CC(C)NCC(O)c1cc(O)cc(O)c1 (stereo not drawn)	2.0	nt	3.8	nt	-10.6	3.4	nt	-0.6	0.4	-18.0
CCSC1(SCC)N=C(N)C2(C#N)C(c3ccccc3)NC(C)=C(C)C12C#N (stereo not drawn)	0.4	-3.7	-1.4	-15.7	-4.3	-8.4	-5.9	nt	1.9	11.6
O=C(Cn1cnc2scc(-c3ccccc3)c2c1=O)N1CCOCC1	-3.5	1.6	20.2	-30.1	0.1	-3.2	-2.0	-2.1	-3.2	3.5
Cc1cc(C)c(NC(=O)CNC(=O)COC(=O)C2=COCCO2)c(C)c1	2.5	nt	14.1	nt	-3.2	-4.1	nt	-0.7	4.4	-0.8
Cc1cccc(OCC(=O)NNC(=O)C2CCCCC2C(=O)O)c1 (stereo not drawn)	4.4	-0.2	-4.8	-16.4	-1.2	2.7	-10.7	-0.5	-3.6	19.5
CC(NC(=O)c1ccc(OC2CCN(Cc3ccccn3)CC2)cc1)c1ccccc1 (stereo not drawn)	-4.0	-3.3	-12.7	-1.0	2.7	4.1	-9.6	-0.2	nt	24.0
CC(C)(C)SCCSC1=CC(=O)CC(c2ccccc2)C1 (stereo not drawn)	15.8	2.5	-57.4	-63.1	6.9	12.9	-2.0	-3.2	-0.9	35.9
CC(C)(C)NC(=O)NC(=O)CN1CCC(Cc2ccccc2)CC1	6.1	-2.1	17.3	-6.1	0.6	4.9	1.1	-0.9	-3.0	-4.0
COc1ccc(N2CC(C(=O)NCc3n[nH]c(=O)c4ccccc34)CC2=O)cc1 (stereo not drawn)	3.2	nt	28.4	nt	-1.2	-0.6	nt	nt	4.5	9.9
CCOC(=O)c1ccc2nc(C)c(CCC(C)=O)c(Cl)c2c1	7.3	6.8	-108.4	-56.7	2.4	17.4	1.0	-0.2	-2.5	34.9
CC(NC(=O)CCl)c1ccc(Cl)c(Cl)c1 (stereo not drawn)	-1.1	0.2	-12.9	-22.4	-0.1	4.5	1.5	-1.6	8.6	40.7
COc1ccc(NS(=O)(=O)c2cc(NC(=O)c3cccs3)ccc2N2CCCC2)cc1	-22.2	5.3	-9.5	-3.1	-0.2	-5.7	3.7	-0.6	-3.1	-13.4
COc1ccc(NS(=O)(=O)c2cc(C(=O)N3CCN(C/C=C/c4ccccc4)CC3)ccc2C)cc1	-23.6	nt	12.2	nt	5.0	-4.9	nt	-1.4	-0.7	-6.6
O=C(c1c[nH]c(C(=O)C(Cl)(Cl)Cl)c1)c1c(F)cccc1F	15.3	4.0	17.0	-11.3	-2.7	-2.5	7.5	1.6	7.9	15.3
O=C(CN(Cc1ccccc1Cl)C(=O)c1csnn1)NCCc1ccccc1	10.1	0.9	3.5	-12.9	2.6	-1.2	1.2	-0.7	-2.4	-7.4
Cc1ccc(F)c(NC(=O)CCc2ccccc2)c1	8.6	-2.8	-92.3	-111.3	nt	12.2	-2.9	1.0	-0.3	16.9
COc1cccc(CNC(=O)C2CCC(CNc3c(N4CCC(C)CC4)c(=O)c3=O)CC2)c1 (stereo not drawn)	-6.3	-0.1	7.7	-20.5	3.0	0.2	2.5	0.1	-4.5	-13.2
COc1ccc(Cl)cc1C(=O)NNC(=O)COC(=O)CC(NC(C)=O)c1ccccc1 (stereo not drawn)	1.4	nt	-15.2	nt	-0.3	1.8	nt	1.9	-1.4	7.9
CCCSc1nc(N)cc(=O)[nH]1	3.1	-1.8	14.0	-13.0	0.2	-0.4	-6.7	0.6	5.6	3.8
O=C(CCN1C(=O)c2ccccc2C1=O)Nc1ccc2c(c1)OCCO2	-0.5	-0.9	-22.7	-1.1	5.0	2.4	0.3	-2.1	6.4	0.6
COc1ccc(C2C(C(C)=O)=C(O)C(=O)N2c2nccs2)cc1OC (stereo not drawn)	-1.5	4.0	-5.7	-27.9	3.4	-0.1	-6.4	-1.8	4.9	13.5
CC1(C)Cc2c(c(-c3ccco3)[nH]c(=O)c2C#N)CO1	nt	1.3	25.4	6.1	3.7	-5.3	-0.5	-1.6	-0.3	8.0
CCCOc1ccc(C(=O)O/N=C(\CC)c2ccc(C)cc2)cc1	-11.9	-2.3	-14.2	-14.7	5.3	-5.0	-1.8	-1.8	0.1	20.9
COc1cccc(C(=O)O/N=C(\N)CS(=O)(=O)c2ccccc2)c1	-4.0	-2.0	-34.0	-34.9	3.7	12.3	0.2	0.4	-4.7	21.6
CCn1c(SCC(=O)NCC2CCCO2)nnc1-c1ccc(Cl)cc1 (stereo not drawn)	1.2	1.3	3.7	-16.1	-0.2	10.1	2.1	-2.1	-1.1	29.2
COC(=O)N1CCN(c2ccc(Cl)c(Cl)c2)CC1	-1.8	2.1	0.1	9.9	0.2	8.5	2.4	0.8	-7.4	16.7
COc1ccccc1NC(=O)N1CCN(c2ccc(F)cc2)CC1	nt	-1.2	-15.9	-8.5	0.0	13.2	5.6	-1.0	0.7	19.5
Cc1nn(C(=O)c2c([N+](=O)[O-])cnn2C)c(C)c1Cl	14.0	2.4	18.8	-37.9	0.4	-7.1	-3.3	6.1	-5.8	6.7
COc1cc2c(cc1OC)CN(C(=O)CCCN1C(=O)c3ccccc3C1=O)CC2	2.2	1.9	7.3	-10.4	2.1	-3.7	3.4	-1.6	-1.9	36.5
CCCOc1ccc(OCCOCCNCc2ccccc2)cc1	0.5	0.8	-1.4	-19.3	-2.1	-4.9	-2.5	-0.2	-2.1	-6.4
CCOC(=O)C1=C(C)N=C2SC(C(=O)OC)=CC(=O)N2C1c1ccc(OC)cc1 (stereo not drawn)	18.0	4.5	15.6	-11.8	3.8	1.4	1.2	-1.6	6.4	24.2
C=CCOC(=O)C1=C(C)NC(=O)NC1c1cc(Cl)cc(Cl)c1OC (stereo not drawn)	-6.1	4.5	-0.8	-31.4	1.8	-3.6	-4.5	4.7	-4.3	-3.3
CCCCNC(=O)C1CCN(S(=O)(=O)c2ccc3c(c2)CC(C)N3C(=O)C2CC2)CC1 (stereo not drawn)	-21.5	-2.6	32.5	-14.1	-2.3	4.4	1.3	-2.5	-2.0	3.1
COc1ccc(S(=O)(=O)N2CCC(C)CC2)cc1OC	3.6	-1.0	0.7	-1.1	1.8	0.3	-0.7	-9.7	nt	-5.1
Cc1ccccc1C(=O)c1cccn1CC(=O)NC1CCCC(C)C1C (stereo not drawn)	11.7	8.9	16.3	-2.6	-1.5	2.5	16.1	-3.6	4.7	4.5
COC(=O)C1=C(C(=O)OC)[C@@H]2N(C)c3ccc(OC)cc3[C@@]23C[C@@H](C(=O)OC)N(C(=O)NCCBr)C3=N1	-0.2	nt	8.1	nt	-1.6	1.7	nt	-3.0	nt	0.1
COc1cc(/C=N/N=C2/NC(=O)C(Cc3ccccc3)S2)ccc1O (stereo not drawn)	-2.5	-1.5	-26.6	-20.5	-2.6	nt	-0.9	2.9	-1.0	nt
O=C(CNC(=O)c1ccccc1)NCC(=O)OCC(=O)c1ccccc1Cl	1.5	2.8	5.6	-10.2	5.5	-8.7	-1.0	nt	-5.5	-1.6
CCOc1ccc(-c2nc(-c3cccs3)c(CC(=O)O)s2)cc1OC	10.5	-1.1	-17.6	-13.1	1.9	5.5	-7.9	-7.2	-6.8	16.7
Cc1cc(CNC(=O)CC2C(=O)NCCN2Cc2ccccc2C(F)(F)F)on1 (stereo not drawn)	1.7	6.1	12.8	-1.2	7.5	1.0	-5.6	-1.7	3.0	6.4
CCNc1ccc(S(N)(=O)=O)cc1[N+](=O)[O-]	14.9	4.9	7.9	-5.5	3.4	-4.9	-2.7	0.6	-0.5	8.8
Cc1cccc(NC(=O)CN2C(=O)NC(C)(c3ccc4ccccc4c3)C2=O)n1 (stereo not drawn)	-6.1	nt	3.6	nt	1.0	11.8	nt	-1.1	nt	12.3
CCc1ccc(CN(C)Cc2nc(Cc3ccccc3)no2)nc1	-1.9	1.1	6.6	-9.8	2.5	4.1	-2.4	-2.7	5.5	-3.3
COC(=O)c1ccsc1NC(=O)c1ccco1	-13.5	2.2	15.3	5.2	-3.4	-2.5	0.2	-3.0	4.6	-1.7
COc1ccc(NC(=O)Cn2nnc3sc4c(c3c2=O)CC(C)(C)OC4)cc1	15.0	-5.0	-9.2	7.0	3.0	3.7	-3.9	6.5	4.1	8.1
O=C(c1ccc(F)cc1)N1CCN(c2ccc(N3CCOCC3)nn2)CC1	7.7	-5.4	13.3	-8.0	-2.1	5.3	5.3	-0.7	5.3	-5.4
Cc1c(C)n(Cc2ccccc2)c2ncnc(NN)c12	3.2	3.1	15.3	-12.5	-2.6	6.4	0.4	-0.6	3.9	0.0
CCCN(CC(=O)Nc1ccccc1C)C(=O)c1ccc(COc2ccccc2)cc1	31.1	2.0	-16.1	-70.8	-6.3	2.6	-5.1	0.0	-4.5	14.4
CCCC12CN3CC(C)(CN(C1)C31CCCCC1)C2=O	-30.1	-1.2	14.0	-25.2	2.6	1.6	0.8	1.2	2.0	-9.0

Bioassay records (PubChem)

A portion of the library, so the mix of outcomes need not match the whole.
